Bioassay records from PubChem BioAssay.
TEAD-YAP inh = TEAD-YAP interaction inhibition, primary screen, TEAD-YAP interaction inhibitor project, luminescence, HEK-TIYL cells; TEAD-Gal4/YAP UAS-luciferase luminescence; inhibition, % at 9.12 µM; 640,000 tested, 1.4% active; AID 1259422, 2018; in the data active means inhibition above about 32%;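 further: 0% = median of test compound wells and 100% = reference inhibitor wells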
GPR151 ag = activators of human GPR151, primary screen, cell-based, PathHunter beta-arrestin, luminescence | PathHunter beta-arrestin GPR151 cells | 650,000 tested, 1% active | activation, % at 11.2 µM | G-protein coupled receptor 151 (Homo sapiens), Q8TDV0; in the data active means activation above about 4.9%;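 further: 0% = median of compound wells and 100% = cells with positive control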
Target sequence (Q8TDV0 whole entry, looked up): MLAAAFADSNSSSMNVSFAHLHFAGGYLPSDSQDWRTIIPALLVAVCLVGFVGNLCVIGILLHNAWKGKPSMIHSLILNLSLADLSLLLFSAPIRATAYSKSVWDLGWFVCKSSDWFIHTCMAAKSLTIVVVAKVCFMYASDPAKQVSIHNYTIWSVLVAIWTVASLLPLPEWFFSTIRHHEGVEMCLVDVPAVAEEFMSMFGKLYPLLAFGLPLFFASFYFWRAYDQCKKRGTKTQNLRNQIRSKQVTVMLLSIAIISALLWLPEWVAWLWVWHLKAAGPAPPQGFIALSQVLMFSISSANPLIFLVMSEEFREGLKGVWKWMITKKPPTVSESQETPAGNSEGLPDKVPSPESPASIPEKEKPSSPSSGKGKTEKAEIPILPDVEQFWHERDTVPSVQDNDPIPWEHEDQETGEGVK
MITF primary = MITF inhibitors, primary screen, biochemical, AlphaScreen, human; Microphthalmia-associated transcription factor (Homo sapiens), O75030; AlphaScreen MITF homodimerization, bead proximity signal; inhibition, % at 2.6 µM; 650,000 tested, 0.91% active; in the data active means inhibition above about 50%;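 further: 0% = vehicle wells with protein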
Target sequence (O75030 whole entry, looked up): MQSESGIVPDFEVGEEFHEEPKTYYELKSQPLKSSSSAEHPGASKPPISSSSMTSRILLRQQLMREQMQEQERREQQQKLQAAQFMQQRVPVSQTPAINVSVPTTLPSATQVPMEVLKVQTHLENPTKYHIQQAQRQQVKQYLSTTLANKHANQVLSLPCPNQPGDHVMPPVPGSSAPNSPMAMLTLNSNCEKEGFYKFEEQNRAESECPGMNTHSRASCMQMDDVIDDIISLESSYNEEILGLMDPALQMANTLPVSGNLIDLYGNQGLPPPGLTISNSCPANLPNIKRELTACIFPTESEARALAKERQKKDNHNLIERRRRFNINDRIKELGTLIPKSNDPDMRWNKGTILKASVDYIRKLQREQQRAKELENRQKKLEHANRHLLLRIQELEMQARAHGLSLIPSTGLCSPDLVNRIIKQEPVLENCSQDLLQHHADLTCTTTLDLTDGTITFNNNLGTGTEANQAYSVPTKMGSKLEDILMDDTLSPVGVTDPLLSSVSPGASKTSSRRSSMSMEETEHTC
FBW7 act = FBW7 E3 ligase activators, primary screen, biochemical, AlphaScreen, human; AlphaScreen FBW7–phospho-cyclin E peptide binding, activator screen; 650,000 tested, 0.13% active; AID 1259310, 2017; normalized activity (activation), % at 26.1 µM; in the data active means normalized activity above about 1.9%;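 further: purified mutant Fbw7 with reduced substrate affinity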
Active calls of the source: *; & = joins results of further samples. Rows were taken by chance, and some 3.4% of all compounds hit somewhere here.

Sample of the layout (5 entries):
SMILES	TEAD-YAP inh	GPR151 ag	MITF primary	FBW7 act
Cc1ccc(S(=O)(=O)N(C(=O)c2ccccc2)c2ccc(N(C(=O)c3ccccc3)S(=O)(=O)c3ccc(C)cc3)cc2)cc1	5	-1.1	5	-0.3
CCOC(=O)C1CCCN(Cc2ccc(F)cc2F)C1 (stereo not given)	-10	-0.2	14	0.0
O=C(c1ccccc1NS(=O)(=O)c1ccc(F)cc1)N(CCO)Cc1ccccc1	8	-0.5	-12	0.1
COc1ccc(C(=O)CC2(O)C(=O)N(Cc3ccccc3C)c3ccccc32)cc1OC (stereo not given)	20	1.8	12	0.1
Cn1nc(C(C)(C)C)cc1C(=O)N[C@H]1C[C@H]2C(=O)N[C@@H](CCCCN)C(=O)N2C1	-24	-0.6	-10	-0.1

Results, previewed entries included:
SMILES	TEAD-YAP inh	GPR151 ag	MITF primary	FBW7 act
Cc1ccc(S(=O)(=O)N(C(=O)c2ccccc2)c2ccc(N(C(=O)c3ccccc3)S(=O)(=O)c3ccc(C)cc3)cc2)cc1	5	-1.1	5	-0.3
CCOC(=O)C1CCCN(Cc2ccc(F)cc2F)C1 (stereo not given)	-10	-0.2	14	0.0
O=C(c1ccccc1NS(=O)(=O)c1ccc(F)cc1)N(CCO)Cc1ccccc1	8	-0.5	-12	0.1
COc1ccc(C(=O)CC2(O)C(=O)N(Cc3ccccc3C)c3ccccc32)cc1OC (stereo not given)	20	1.8	12	0.1
Cn1nc(C(C)(C)C)cc1C(=O)N[C@H]1C[C@H]2C(=O)N[C@@H](CCCCN)C(=O)N2C1	-24	-0.6	-10	-0.1
O=C(Nc1nc(-c2ccc(I)cc2)cs1)c1ccc(S(=O)(=O)N2CCc3ccccc32)cc1	7	-0.6	3	0.0
Cc1ccc(S(=O)(=O)NCc2nc(-c3ccccc3)no2)cc1	-7	0.1	3	0.2
CN(Cc1cccs1)C(=O)CN1c2cccc3cccc(c23)S1(=O)=O	3	-0.2	-5	-0.1
Cc1ccc2nc(N3CCC(NCc4cccc(F)c4F)CC3)nc(C)c2c1	0	-0.7	-2	0.3
Cc1ccc(C(=O)NCCS(=O)(=O)N2CCN(c3ccc(F)cc3)CC2)cc1	-1	-0.3	17	0.0
Cc1cc(C)cc(N(C(=O)c2ccc(Cl)cc2)C2C=CS(=O)(=O)C2)c1 (stereo not given)	-2	0.4	-9	-0.1
CCn1cc(CN2CCCC(C(=O)Nc3ccc(-c4ccco4)cc3)C2)c(C)n1 (stereo not given)	2	0.1	2	0.0
O=C(O)C#CC(O)(c1ccccc1)c1ccccc1	3	1.1	2	0.0
CS(=O)(=O)N1CCc2cc(C(=O)Nc3ccccc3C(F)(F)F)ccc21	3	0.0	9	0.1
COc1ccccc1C(=O)N(c1ccccc1)C(C)C1CC1 (stereo not given)	2	-1.7	19	0.2
Cc1ccc(N2C(=O)C3C(C2=O)C2(C)c4ccccc4C3(C)c3ccccc32)cc1 (stereo not given)	8	0.6	16	0.1
COC(=O)c1cccc(NC(=O)c2cccs2)c1	0	-2.7	-9	-0.1
Cc1ccc(NC(=O)C2CCCN(S(=O)(=O)c3cnc[nH]3)C2)cc1Cl (stereo not given)	-5	0.5	-3	-0.5
CCOC(=O)N1CCc2c(sc(NC(=O)c3cccs3)c2C(=O)Nc2ccc(Oc3ccccc3)cc2)C1	3	0.0	7	0.0
COc1ccc(N2CCN(c3ncnc4sc(C)cc34)CC2)cc1	21	2.9	15	0.0
O=C(C(=O)c1ccc(F)cc1)c1ccc(F)cc1	-9	-0.6	0	0.2
Cc1cc(OCC(=O)N(C)Cc2ccccc2)ccc1Br	-36	0.4	-8	-0.4
O=c1[nH]c(Nc2nc3ccccc3[nH]2)nc2ccc([N+](=O)[O-])cc12	4	0.3	7	0.2
COc1ccc(C(=O)NCCN2CCN(c3nc4c(C)c(C)ccc4s3)CC2)cc1	5	-0.2	62*	0.2
COc1cc(CN2CCCC(CNS(=O)(=O)Cc3ccccc3)C2)ccc1F (stereo not given)	5	0.1	-5	-0.1

Profiles, looked up by structure. Values in the order: TEAD-YAP inh | GPR151 ag | MITF primary | FBW7 act
CCn1cc(CN2CCCC(C(=O)Nc3ccc(-c4ccco4)cc3)C2)c(C)n1 (stereo not given) is listed with 2 | 0.1 | 2 | 0.0
Cc1ccc(S(=O)(=O)NCc2nc(-c3ccccc3)no2)cc1 is listed with -7 | 0.1 | 3 | 0.2
COC(=O)c1cccc(NC(=O)c2cccs2)c1 is listed with 0 | -2.7 | -9 | -0.1
O=C(c1ccccc1NS(=O)(=O)c1ccc(F)cc1)N(CCO)Cc1ccccc1 is listed with 8 | -0.5 | -12 | 0.1

More entries.
SMILES	TEAD-YAP inh	GPR151 ag	MITF primary	FBW7 act
COc1ccc(N2CCN(c3ncnc4sc(C(=O)Nc5cc(Cl)ccc5OC)c(C)c34)CC2)cc1	-2	2.8	4	-0.1
Cc1ccc(NC(=O)CN(c2ccccc2Br)S(C)(=O)=O)cc1	3	1.3	4	0.0
C=CCNC(=O)C1CC(=O)N(c2ccccc2)C1 (stereo not given)	-1	1.1	-3	0.1
Cc1cc(NC(=O)CSc2nc3cc4c(cc3c(=O)n2CCCCCC(=O)NCc2ccc3c(c2)OCO3)OCO4)n[nH]1	6	-1.3	2	0.1
CC1CCc2c(sc3nc(CN4CCOCC4)nc(Sc4nccn4C)c23)C1 (stereo not given)	-8	-1.2	-3	0.2
CCOc1ccc(NC(=O)N2CCOCC2)cc1	-6	-0.1	27	0.7
COc1ccc(/C(N)=N/OC(=O)c2cccc(Cl)c2)cc1OC	-18	-1.0	-15	0.6
S=C(Nc1ccccc1)c1c(-c2ccccc2)c2c3n(c(-c4cccc(Br)c4)nn13)CCCC2	-6	-0.5	-9	-0.1
O=C(Nc1ccc(Cl)cc1)c1cnn2cc(Br)cnc12	-15	7.3*	-8	0.1
CC(C)c1cc([C@@H]2C[C@H]3CN(Cc4cccc(Cl)c4)C(=O)[C@]34CCCN24)[nH]n1	4	0.4	0	-0.1
Cc1ccc(NC(=O)CCC(=O)N2CCSc3ccccc32)c(C)c1	-3	0.3	-7	-0.2
Cc1csc(=Nc2ccc(Cl)cc2)n1-c1ccc(Cl)cc1	12	2.2	32	-0.9
O=C1OC(c2ccc(Cl)c(Cl)c2)=N/C1=C\c1cccc(Br)c1	-3	0.0	5	0.1
COC(=O)COc1cccc2c(=O)n(CC(=O)Nc3ccc(Br)cc3)ccc12	3	1.4	18	0.5
CCCCOc1ccc(C2=N/C(=C\c3cc(Br)c(OC(C)=O)c(OC)c3)C(=O)O2)cc1	-7	0.9	-6	0.0
COc1ccc(OC)c(-n2c(CNC(=O)c3ccc(OC)c(OC)c3)nnc2SCC(=O)N2CCc3ccccc32)c1	10	-0.2	16	0.4
Cc1ccc(-n2[nH]c(C)c(C=Nc3cccc4ccccc34)c2=O)cc1	13	0.2	10	-0.4
O=C1CC(NCC(O)c2ccccc2)C(=O)N1c1ccc(Cl)cc1 (stereo not given)	10	0.2	-3	0.1
CCN(CC)NC(=O)Nc1ccccc1	-5	-0.4	12	0.2
Cc1cc2c(c(=O)o1)C(c1ccc(Br)s1)C(C#N)=C(N)O2 (stereo not given)	-1	1.8	-2	-0.1
CN1CCN(C(=O)c2c[nH]c3ccc(S(=O)(=O)N4CCCCC4)cc3c2=O)CC1	10	0.3	8	0.4
Cc1ccc(-n2c(C)cc(/C=C3/NC(=O)N(c4ccccc4)C3=O)c2C)nc1	-1	0.3	-6	-0.1
COCCNc1c(-c2ccc(Cl)c(Cl)c2)nc2cnccn12	0	-0.5	4	0.6
CCOC(=O)c1ccc(NC(=O)c2ccc3nc(N)sc3c2)cc1	6	0.9	-6	0.7
COCCNc1ncnc(N)c1[N+](=O)[O-]	5	-0.7	10	0.3

New compounds follow.
SMILES	TEAD-YAP inh	GPR151 ag	MITF primary	FBW7 act
CCOC(=O)COc1ccc2c(C)c(Cl)c(=O)oc2c1C	-10	-0.7	-11	-0.1
Cc1nnsc1C(=O)N/N=C/c1cc(Br)ccc1O	-2	0.8	9	-0.2
CCN(CC)CCNC(=O)c1ccc(Cl)c(Cl)c1	-4	-1.7	20	0.1
Oc1c(C(Nc2ccccn2)c2ccccn2)ccc2cccnc12 (stereo not given)	17	0.5	26	-0.2
Cc1ccc(-c2nc(CS(=O)CC(=O)Nc3cc(F)ccc3F)c(C)o2)cc1 (stereo not given)	0	0.1	2	0.0
Cc1ccc2nc(-c3ccc(C)c(NC(=O)c4ccc([N+](=O)[O-])cc4)c3)oc2c1	-68	0.5	-5	-0.1
C=C(C)Cn1c(CCn2c3ccccc3c3ccccc32)n[nH]c1=S	0	2.3	1	-0.1
O=C(NCCn1ccc2ccccc21)C1CC1	0	1.7	22	1.4
CCc1ccc(OCC(=O)Nc2ccc(Br)cc2C(=O)OC)cc1	4	-1.4	14	-0.2
O=C(CN(Cc1ccccc1)S(=O)(=O)c1ccc(F)cc1)NCc1ccccc1	6	-0.3	6	1.1
C/C(=C\C(=O)c1ccc(F)cc1)Nc1ccc2c(c1)OCO2	-19	0.4	19	-0.4
Cn1c(-c2ccc3nc[nH]c3c2)nc2cc(N)ccc21	-13	1.4	-2	-0.2
Cc1ccc(-n2c(SCc3ccccn3)nc3n[nH]c(C)c3c2=N)cc1Cl	-9	0.0	-10	-0.1
CC1=C(/C=C/C(C)=C/C=C/C(C)=C/C=C/C=C(C)/C=C/C=C(C)/C=C/C2=C(C)CCCC2(C)C)C(C)(C)CCC1	-22&-6	2.8&2.5	18&-12	0.5&0.0
O=C(CCCCCn1c(=S)[nH]c2ccccc2c1=O)NCCc1ccc(Cl)cc1	-1	0.0	3	0.0
Cc1cc(NC(=O)/C=C/c2ccc(Cl)cc2)no1	-37	-0.3	5	0.0
OCCCNCC(O)COc1ccccc1 (stereo not given)	7	0.9	6	0.3
CC1CCc2sc(NC(=O)c3ccc(S(=O)(=O)N4CCCCC4)cc3)c(C(N)=O)c2C1 (stereo not given)	-6	-1.1	8	0.1
CCN(CC)c1ccc(/C=N\NC(=O)COc2ccc(C)cc2)cc1	3	0.5	19	0.8
COc1cccc(C2=C(C(C)=O)Sc3nnc(C)n3N2C(C)=O)c1	12	-0.7	-20	-0.2
O=C(NC1CCCCCCC1)c1cccn2c(=O)c3sccc3nc12	3	0.9	17	0.2
Cc1ccccc1CC(C1CCN(C(=O)c2cnccn2)CC1)N(C)C(=O)C1CCC1 (stereo not given)	-1	-1.0	-1	0.0
Cc1cc2c(cc1S(=O)(=O)N1CCN(c3cccc(C)c3C)CC1)OCCN2C	-5	2.1	3	-0.1
CC(=O)N1CCN(Cc2ccccc2)CC1C(=O)N1CCOCC1 (stereo not given)	-2	2.0	11	0.3
COc1ccc(-c2csc(N3C(=O)C4C5c6ccccc6C(c6ccccc65)C4C3=O)n2)cc1 (stereo not given)	2	1.6	10	-0.2

The results go on:
SMILES	TEAD-YAP inh	GPR151 ag	MITF primary	FBW7 act
CCn1cnc2sc(C(=O)Nc3cnc4ccccc4c3)c(C)c2c1=O	21	-4.8	2	0.1
CCOc1ccc(C2C3=C(CCCC3=O)Nc3ccc4ncccc4c32)cc1 (stereo not given)	-7	0.6	8	-0.2
Cc1ccc(S(=O)(=O)/N=[N+](\[O-])C2([N+](=O)[O-])COC(C)OC2)cc1 (stereo not given)	3	-1.0	0	0.2
c1ccc(-c2nc(NCc3ccco3)cc(-c3cccnc3)n2)nc1	11	1.1	-17	-0.1
COc1cccc(S(=O)(=O)Nc2ccc(Br)cc2F)c1	8	4.7	-8	-0.1
C1CCC(Nc2nc3c(s2)CCCC3)CC1	-39	-0.2	6	-0.2
Fc1ccccc1-c1nc(NCCN2CCOCC2)c2ccccc2n1	2	-1.0	4	0.1
O=C1CCN(CCOc2ccccc2)CCN1Cc1ccc(Cl)nc1	11	0.4	6	-0.2
Cc1cc(C)cc(N(CC(=O)NC(C(C)C)C(C)C)S(C)(=O)=O)c1	5	-1.7	-11	-0.2
CCNc1nc(NC(C)(C)C)nc(N(CC)n2cnnc2)n1	4	0.0	3	0.1
COc1ccc(S(=O)(=O)NCCC(=O)N(C)C)cc1N(C)S(C)(=O)=O	1	0.0	-1	0.0
O=C(c1cccc(N2C(=O)C3C4C=CC(C4)C3C2=O)c1)N1CCc2ccccc2C1 (stereo not given)	6	-0.4	4	-0.1
COc1ccc(CCN(C)C2CCCN(S(C)(=O)=O)C2)cc1OC (stereo not given)	7	-1.3	10	0.0
O=C(NCCn1nnn(-c2ccccc2)c1=O)C1CCC1	-4	0.1	5	0.5
CCOc1ccc(N2CC(C(=O)NCc3ccccc3C)CC2=O)cc1 (stereo not given)	1	0.2	-3	0.0
CC(NS(=O)(=O)c1ccccc1)C(=O)Nc1ccc(F)c(Cl)c1 (stereo not given)	11	-1.0	-2	0.1
Cc1c(Cl)cccc1NC(=O)Nc1nnc(N2CCCC(C)C2)s1 (stereo not given)	-2	-0.7	15	0.1
